XBP1 UPR activ: activators of adaptive arm of unfolded protein response (XBP1); CHO-XBP1 luciferase reporter, IRE1-XBP1 UPR activation, luminescence; percent of tunicamycin response, DMSO as zero; activation, % at 20 µM; 330,000 compounds, 0.33% hits; AID 463104;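 active means versus positive control, 20 µM dose yields 30% or more activation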;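 further: 100% = tunicamycin at 10 µg/mL and 0% = DMSO only wells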
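Assay system: IRE1-XBP1 luciferase reporter CHO line. Input: 1000 cells/well. Buffer or medium: F12 with 10% serum. Doses: 20 µM, 1% DMSO. Times: overnight seeding at 37 °C, 6 h compound treatment at 37 °C. Technique: Steady-Glo luciferase glow luminescence, 10 min after reagent addition.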
Mdm2 MdmX PPI: disrupts the human Mdm2-MdmX interaction. O15151+Q00987. inhibition, % at 8 µM. SaOS-2 split-luciferase Mdm2/MdmX complementation, luminescence. 330,000 compounds, 3% hits. AID 485346;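 active means inhibition of at least 50% at 8 µM in the primary screen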
EBI2 antag: EBI2 (human) antagonism; EBI2 beta-arrestin recruitment, luminescence, 7a,25-OHC stimulated; P32249; 360,000 compounds, 0.81% hits; inhibition, % at 5 µM; in the data active means inhibition above about 38%;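 further: enzyme fragment complementation signal reports receptor beta-arrestin coupling in cells; 0% = agonist plus DMSO wells and 100% = wells without agonist; some results beyond the cut were filed as inactive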
tim23-1 inh: inhibits growth of tim23-1 mutant yeast; AID 463212; S. cerevisiae tim23-1 growth, BacTiter-Glo luminescence, 24 h; 330,000 compounds, 1.3% hits; inhibition, % at 20 µM;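 active means growth inhibition of the mutant yeast at or above 50%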;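 further: temperature-sensitive mutant grown at 25 °C; plate controls were DMSO-treated mutant yeast for no effect and medium wells lacking yeast for full effect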
CXCR6 inh: inhibitors of human CXCR6 receptor; O00574; CHO-K1 PathHunter CXCR6 beta-arrestin, luminescence; inhibition, % at 20 µM; 360,000 compounds, 0.36% hits; AID 602244; in the data active means inhibition above about 34%, passing the limit was not always enough;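 further: antagonist mode with CXCL16 agonist at 10 nM final; 0% = 10 nM CXCL16 with DMSO and 100% = unstimulated wells without agonist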
Target sequence (O00574 whole entry, looked up): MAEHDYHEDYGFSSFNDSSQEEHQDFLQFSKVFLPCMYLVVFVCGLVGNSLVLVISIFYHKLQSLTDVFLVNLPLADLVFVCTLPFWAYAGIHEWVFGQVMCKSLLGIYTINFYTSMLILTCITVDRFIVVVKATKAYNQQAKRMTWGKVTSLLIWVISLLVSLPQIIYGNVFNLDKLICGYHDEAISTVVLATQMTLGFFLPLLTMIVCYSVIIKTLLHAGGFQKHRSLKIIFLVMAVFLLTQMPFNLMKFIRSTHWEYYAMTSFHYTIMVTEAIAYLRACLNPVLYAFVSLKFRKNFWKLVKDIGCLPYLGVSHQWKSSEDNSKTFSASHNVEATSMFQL
CCR6 antagonist: blocks CCL20-driven beta-arrestin recruitment at human CCR6; CHO-K1 CCR6 PathHunter beta-arrestin, luminescence, CCL20-stimulated; inhibition, % at 20 µM; 340,000 compounds, 0.49% hits; AID 493098;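 active means compounds whose inhibition of the agonist-driven luminescence signal at 20 µM reaches about 50%, limit read from the data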;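 further: cells stimulated with CCL20 at 14 nM final; plate controls were DMSO with CCL20 for no effect and DMSO without agonist for full effect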
Target sequence (P51684 whole entry, looked up): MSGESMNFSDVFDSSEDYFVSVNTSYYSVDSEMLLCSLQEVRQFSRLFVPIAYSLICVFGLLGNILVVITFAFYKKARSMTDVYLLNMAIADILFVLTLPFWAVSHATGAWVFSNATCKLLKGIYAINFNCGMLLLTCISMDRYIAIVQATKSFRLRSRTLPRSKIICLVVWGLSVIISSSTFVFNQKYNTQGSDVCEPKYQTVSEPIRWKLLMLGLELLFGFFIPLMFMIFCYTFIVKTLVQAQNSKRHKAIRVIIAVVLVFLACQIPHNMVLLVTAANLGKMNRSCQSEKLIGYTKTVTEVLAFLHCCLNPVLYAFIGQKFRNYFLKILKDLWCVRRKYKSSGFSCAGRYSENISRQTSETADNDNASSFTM
CHOP UPR activ: apoptotic UPR (CHOP) activation; CHO-CHOP luciferase reporter, luminescence; percent of tunicamycin response over DMSO baseline; AID 449763; 330,000 compounds, 0.34% hits; activation, % at 10 µM;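 active means at 10 µM dose, activation of 40% or more, normalized to positive control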;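 further: 100% = tunicamycin at 10 µg/mL and 0% = DMSO alone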
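System: CHO CHOP reporter cells. Amount: 500 cells per well. Buffer or medium: F12 medium, 10% FBS. Compound dosing: one dose, 10 µM in 0.5% DMSO. Incubation: 6 h compound exposure at 37 °C after overnight seeding. Technique: Steady-Glo luciferase luminescence. Benchmarks: tunicamycin and DMSO controls.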
APJ antag: blocks the human apelin receptor APJ; 330,000 compounds, 0.32% hits; inhibition, % at 20 µM; CHO-K1 APJ beta-arrestin complementation, luminescence; P35414; AID 2521;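 active means inhibition above about 40% at 20 µM, limit read from the data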;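 further: cells challenged with 10 nM apelin-13 agonist together with compound; plate controls were apelin-13 plus DMSO wells for no effect and DMSO wells lacking apelin-13 for full effect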
Target sequence (P35414 whole entry, looked up): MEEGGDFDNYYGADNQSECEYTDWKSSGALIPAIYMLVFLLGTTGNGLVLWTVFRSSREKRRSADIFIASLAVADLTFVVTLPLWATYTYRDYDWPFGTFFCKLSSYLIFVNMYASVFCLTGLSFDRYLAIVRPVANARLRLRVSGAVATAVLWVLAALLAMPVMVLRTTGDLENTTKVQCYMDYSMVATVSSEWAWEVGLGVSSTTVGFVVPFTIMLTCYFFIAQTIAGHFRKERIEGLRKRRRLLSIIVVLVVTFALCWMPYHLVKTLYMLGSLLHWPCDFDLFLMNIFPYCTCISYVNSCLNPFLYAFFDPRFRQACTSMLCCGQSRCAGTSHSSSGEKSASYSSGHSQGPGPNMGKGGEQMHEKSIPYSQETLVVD
APJ ag: agonists of human APJ apelin receptor. P35414. CHO-K1 APJ PathHunter beta-arrestin, luminescence; 0% DMSO wells, 100% apelin. activation, % at 20 µM. 330,000 compounds, 0.11% hits;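 active means activation more than six SD over the plate average, tested at 20 µM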;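 further: 0% = DMSO alone and 100% = apelin-13 at 10 nM; some results filed as inactive read as strong as hits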
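Incubation: overnight seeding, 90 min compound at 25 °C, 1 h detection; test system: PathHunter CHO-K1 APJ (AGTRL-1) beta-arrestin reporter cells; amount: 1000 cells/well; doses: one dose, 20 µM compound, 1% DMSO; measured by: beta-gal luminescence; measure: agonist-driven arrestin binding to APJ; benchmarks: negative DMSO alone, positive Apelin-13 at 10 nM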
Numbers without * were called inactive; · = no result given. A portion of the library; the hit share may differ from the screen's.

SMILES	XBP1 UPR activ	Mdm2 MdmX PPI	EBI2 antag	tim23-1 inh	CXCR6 inh	CCR6 antagonist	CHOP UPR activ	APJ antag	APJ ag
COc1ccc(-c2nnn(CC(=O)N(CC(=O)NCCC(C)C)Cc3cccs3)n2)cc1OC	3	7	18	1	-5	-8	1.4	7	-2
Cn1nc(C(=O)NC2CCCCC2)c2ccccc2c1=O	1	15	-4	15	6	7	-1.2	11	-2
Cc1c(NC(=O)C(Sc2ccccc2)c2ccccc2)cccc1[N+](=O)[O-] (stereo not given)	-5	8	20	14	14	3	2.4	-26	1
N#Cc1c(NC(=O)C2CC(Cl)=CCC2C(=O)O)sc2c1CCCC2 (stereo not given)	-3	12	8	12	-1	8	-0.2	20	-2
O=[N+]([O-])c1c(NCCCO)cc(N2CCN(Cc3ccc4c(c3)OCO4)CC2)c2nonc12	-4	2	15	24	2	25	0.0	-18	-2
COc1ccc(Nc2nnc(SCC(=O)c3cc4ccccc4o3)s2)cc1	0	-4	9	-6	-6	-2	2.1	-39	5
C/C(CC(=O)Nc1cccc(Cl)c1Cl)=N\NC(=O)c1ccccc1Br	-2	14	-4	31	-2	0	1.4	-3	-2
CC(C)c1ccc(NC(=O)CCNC(=O)N2CC(=O)Nc3ccccc32)cc1	-5	18	-7	-6	-7	10	-1.4	14	0
CC(C)=C[C@@H]1C[C@H](C)[C@H]2CC[C@H](C)c3c(O)c(O)c(C)c1c32	0	-13	-15	44	-13	-15	4.7	-36	7
CCOc1ccc(NC(=O)COC(=O)c2ccc3c(c2)OCCO3)cc1	-2	4	7	-3	-4	8	0.7	5	-4
Cc1ccc(-n2nc3cc(Cl)c(NC(=O)c4ccco4)cc3n2)cc1	7	-10	7	-34	2	6	25	3	1
C/C(=N\Nc1nc(C(=O)O)cs1)c1ccccc1	-1	-18	·	3	·	17	-0.2	0	-1
Cc1ccc2[nH]cc(/C=C/c3cc[n+](C)cc3)c2c1	-2	72*	2	16	-13	11	-1.2	-6	2
CC(=O)NC(=O)c1ccc(-c2ccc(Cl)cc2)o1	3	0	-3	-16	-4	2	0.0	-12	-1
CN(C)/C=C/C(=O)c1ccc(Cl)s1	0	-8	-1	14	-3	-4	1.3	-5	0
CC(C)(C)C(=O)N1CCN(C(c2ccccc2)c2ccccc2)CC1	-5	-33	1	37	9	16	0.6	16	-1
COC(=O)[C@@H]1C[C@@]2(O)[C@H](O)[C@H](O)[C@H](O)C[C@H]2N1Cc1ccccc1OS(=O)(=O)c1ccc(C)cc1	-2	6	-6	-3	-15	5	-0.2	12	6
COc1ccccc1C(=O)NCC(=O)NCCc1ccc(Cl)cc1	-2	-12	11	12	-5	6	2.1	10	-1
COc1ccc(Cl)cc1C(=O)N1CCC2(CC1)CC(=O)c1ccccc1O2	-5	-5	2	19	1	3	1.5	8	-1
CN(CC(=O)Nc1c(Cl)cccc1Cl)C(=O)c1ccccc1Cc1ccccc1	-4	14	2	32	-18	9	-0.7	19	4
CCC(NC(=O)C1CCCO1)c1ccccc1 (stereo not given)	-3	2	-3	-1	-2	1	1.3	-12	-3
COc1ccc(/C=C2\SC(=S)N(CCC(=O)N3CCOCC3)C2=O)cc1	-3	49	-4	10	6	-1	4.3	2	-3
C=CCNC(=O)c1cccc2c1C(=O)c1ccc(N3CCOCC3)cc1S2(=O)=O	-4	25	-15	1	-6	3	-1.3	17	0
O=C(CNC(=O)c1ccccc1F)OCC(=O)c1ccc(Cl)s1	-4	19	-2	7	12	1	-2.0	9	-4
CCn1nc(C(=O)Nc2cc(Cl)ccc2-n2cncn2)c2ccccc2c1=O	4	-6	-1	18	10	6	1.1	2	-4
CC1(C)Cc2cccc(C(=O)Nc3ccc(Cl)cc3)c2O1	-2	17	-1	28	-8	1	0.5	-19	-3
CN(C)C(=O)CCc1ccc2c3c([nH]c2c1)[C@]1(CCC2CCCC2)[C@@H](C(=O)N2CCOCC2)C[C@H](CC(=O)NCCC2=CCCCC2)C(=O)N1CC3	1	54*	32	36	10	24	3.3	·	·
CC(=O)Nc1ccc(NC(=O)C/C(C)=N/NC(=O)C(=O)N2CCCC2)cc1	2	6	-2	-4	6	-23	-0.8	-7	-8
O=C(NCCCN1CCCC1)c1cc(Sc2ccc(F)cc2)nc2ccccc12	-4	23	2	17	1	12	-1.7	0	-2
COc1ccc2[nH]c(C(=O)O)c(NS(=O)(=O)c3ccc(C)c(C)c3)c2c1	-5	3	5	-10	-5	-10	2.2	16	-2
COc1ccc(CN(C(=O)CNC(=O)c2ccco2)C(C(=O)NC2CCCC2)c2ccco2)cc1 (stereo not given)	-1	-8	-9	12	-3	6	-0.4	11	1
Cc1ccc(OCC(=O)NCCCNC(=O)c2ccncc2)cc1C	0	17	-12	6	-2	4	1.4	4	0
COc1ccc(NC(=O)C2CCN(S(=O)(=O)c3c(C)nn(C)c3C)CC2)cc1	-2	-25	2	3	8	0	4.3	10	-2
CN(C(=S)NC(=O)C1CC1)c1ccc(O)cc1	-2	-8	-18	-1	4	-2	0.0	8	-1
CCC1(c2ccccc2)NC(=O)N(CC(=O)Nc2ccc(S(=O)(=O)Nc3ncccn3)cc2)C1=O (stereo not given)	-1	19	-3	8	-5	11	-0.7	16	1
O=C(O)COc1ccccc1/C=C1\SC(=S)N(/N=C/c2ccccc2O)C1=O	2	21	6	18	8	9	3.4	-11	4
COc1ccc2cnn(-c3ccccc3C)c(=O)c2c1OC	-3	7	2	1	0	-6	1.2	3	-1
O=C(COc1ccc(F)cc1Cl)Nc1cccc(S(=O)(=O)N2CCCC2)c1	-1	-29	-2	40	1	3	0.0	1	-3
CCN(C(=O)c1cnc(NC(C)C)cc1C(F)(F)F)c1ccc(Cl)cc1	-2	-13	8	31	-2	12	-0.9	-15	-6
CSc1ccccc1NC(=O)c1ccc(CN2CCOCC2)cc1	-3	-30	2	-7	-5	4	1.7	10	-3
COc1ccc(CCCc2n[nH]c(=S)o2)cc1C	-1	18	4	3	0	10	1.8	-11	-1
CC(C)(C)c1cc(NC(=O)COc2ccc(Br)cc2)n(-c2ccccc2)n1	-3	23	13	27	-6	20	0.0	-1	1
CCOC(=O)C1CCN(C(=O)CSc2ccccc2)CC1	1	-26	16	13	6	-4	0.5	8	4
Cc1ccc(O)c(C2=Nc3ccccc3N=C(c3ccc([N+](=O)[O-])cc3)C2)c1	-3	29	-4	-25	-3	12	-1.9	-1	3
CC(C)CNC(=O)[C@H]1N2C(=O)c3ccccc3C2SC1(C)C (stereo not given in full)	3	-13	-8	3	3	6	1.3	10	-2
Cc1ccccc1NC(=O)c1cccc(C(=O)Nc2ccccc2C)n1	-3	-2	-1	11	-1	17	2.1	14	0
CCn1nnc2cc(C(=O)Nc3cc(Cl)ccc3C)ccc21	-2	14	-20	1	-8	8	1.1	5	-1
COc1ccc(-c2csc(NC(C)c3nc4cc(C(F)(F)F)ccc4n3CCOCCO)n2)cc1 (stereo not given)	0	31	15	28	4	3	2.0	-20	-1
OC1(c2cccc(C(F)(F)F)c2)CCN(c2ncnc3c2[nH]c2ccccc23)CC1	2	21	27	12	16	2	2.8	-16	-5
O=C(C1CCCN(S(=O)(=O)c2cccc3nsnc23)C1)N1CCc2ccccc2C1 (stereo not given)	-2	35	10	23	9	21	-2.4	-2	-4

Carrying on.
SMILES	XBP1 UPR activ	Mdm2 MdmX PPI	EBI2 antag	tim23-1 inh	CXCR6 inh	CCR6 antagonist	CHOP UPR activ	APJ antag	APJ ag
CCCCOc1ncnc2c1[nH]c1ccc(C)cc12	1	-137	6	10	-1	1	8.4	-15	-1
COc1cc(-c2nn3c(-c4cccc(C)c4)nnc3s2)cc(OC)c1OC	2	9	0	13	3	26	-0.3	7	-1
CS(=O)(=O)N(CCc1ccccc1)CC(=O)NCc1ccccc1Cl	-4	6	7	5	3	1	-2.3	-21	-3
O=C(NC1CCC(O)CC1)c1ccc(-c2ccc([N+](=O)[O-])cc2)o1 (stereo not given)	-1	7	-4	18	-3	-9	-2.1	-23	8
CCOc1ccc(NC(=O)CCNC(=O)c2ccc(Br)cc2)cc1	-1	-14	-5	2	0	5	5.1	14	-2
NC1=NN=C(N2N=C(c3ccc(Br)cc3)CC2(O)C(F)(F)F)n2ncnc2C1 (stereo not given)	7	-19	7	8	-16	2	0.4	-9	-1
CN(C)CCN1C(=O)C(=O)/C(=C(/O)c2ccc(F)cc2)C1c1ccccc1 (stereo not given)	0	21	-3	-3	0	-14	-1.8	-2	-3
c1ccc(-c2nc3ccccn3c2NCc2ccc3c(c2)OCO3)cc1	0	6	-3	34	3	-5	0.2	-12	2
Cc1ccccc1NC(=O)CC1c2ccccc2CC(C)(C)N1C (stereo not given)	-1	24	6	-2	3	9	0.9	23	-6
Cc1cc(C(=O)Nc2cc(S(C)(=O)=O)ccc2Cl)c(C)o1	-2	-12	-1	9	-1	6	0.1	-3	-6
CC(C)CNC1=C(C(=S)Nc2ccccc2)C(=O)CC(C)(C)C1	-3	3	10	40	-6	9	-0.1	0	-2
CN(Cc1ccc(OC(F)F)cc1)C(=O)c1ccc2nccnc2c1	0	-29	-26	28	-5	4	-2.4	-11	-2
CNS(=O)(=O)c1cccc(C(=O)OCC(=O)Nc2ccc3ccccc3c2)c1	0	22	-1	-8	-3	2	0.2	-1	-6
Cc1ccc(Cn2ccc(NC(=O)c3cc(CC(C)C)on3)n2)cc1	1	7	10	24	4	16	-0.9	6	-3
Cc1nnc(SCC(=O)Nc2cc(C(F)(F)F)ccc2Cl)n1C	-6	-15	-11	8	-6	7	0.7	5	1
CCOC(=O)Cn1cncc1-c1ccc([N+](=O)[O-])cc1	1	-15	-11	23	2	6	5.3	-5	2
CN(C)c1ccc(/C=C/C(=O)c2ccc3c(c2)OCO3)cc1	-1	-27	-8	13	1	-2	3.1	2	-3
O=C(Nc1nc2ccc(C(=O)N3CCCCC3)cc2s1)C1CCCCC1	3	51*	2	9	1	4	-0.5	-9	-1
O=C(/C=C/c1cccc([N+](=O)[O-])c1)N1CCN(c2ccccc2F)CC1	-6	13	8	26	-2	-5	0.5	-11	0
Cc1cccc(N2C(=O)CC(N3CCN(Cc4ccc(Cl)cc4)CC3)C2=O)c1 (stereo not given)	-3	-19	-7	-1	-2	-8	0.7	-13	-1

Random excerpt: 3 entries already listed
SMILES	XBP1 UPR activ	Mdm2 MdmX PPI	EBI2 antag	tim23-1 inh	CXCR6 inh	CCR6 antagonist	CHOP UPR activ	APJ antag	APJ ag
O=C(/C=C/c1cccc([N+](=O)[O-])c1)N1CCN(c2ccccc2F)CC1	-6	13	8	26	-2	-5	0.5	-11	0
O=C(Nc1nc2ccc(C(=O)N3CCCCC3)cc2s1)C1CCCCC1	3	51*	2	9	1	4	-0.5	-9	-1
CNS(=O)(=O)c1cccc(C(=O)OCC(=O)Nc2ccc3ccccc3c2)c1	0	22	-1	-8	-3	2	0.2	-1	-6
